# SENP1 FRET inh: SENP1 (human) catalytic domain inhibition | 0.21% of 360,000 active | inhibition, % at 10 µM | recombinant SENP1 catalytic domain, CyPet-SUMO1-YPet FRET cleavage | Q9P0U3;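 active = inhibition at least 30% at 10 µM, raw YFP signal under a set limit, fluorescence ratio 0.5 to 1.5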;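 also: 0% = enzyme with DMSO and 100% = no enzyme wells; some results filed as inactive read as strong as hits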
# Target sequence (Q9P0U3 419-644 limits assumed): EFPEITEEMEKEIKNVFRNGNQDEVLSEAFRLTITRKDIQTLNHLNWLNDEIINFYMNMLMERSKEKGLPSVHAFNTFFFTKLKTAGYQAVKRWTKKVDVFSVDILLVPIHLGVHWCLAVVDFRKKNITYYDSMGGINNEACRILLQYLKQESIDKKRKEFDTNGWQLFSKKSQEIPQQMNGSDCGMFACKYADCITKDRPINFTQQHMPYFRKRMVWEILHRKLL
#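 Controls: no-enzyme wells low, DMSO-plus-enzyme wells high control. Test system: human recombinant His6-tagged SENP1 catalytic domain enzyme. Reagent: SFCypet-SUMO1-SFYpet FRET protein substrate, 25 nM final. Doses: one dose per compound, 10 µM, 0.5% DMSO. Detection: FRET, CFP and YFP emission. Timing: 50 min reaction at room temperature.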
# SENP7 block: inhibitors of human SENP7 protease; Q9BQF6; recombinant SENP7, Z-RLRGG-aminoluciferin luminescence, 40 min; inhibition, % at 5 µM; 1.5% of 330,000 active; AID 434973;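 active = inhibition above about 50% at the single test dose, limit read from the data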;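 also: plate controls were DMSO with enzyme for no effect and no enzyme buffer wells for full effect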
# Target sequence (Q9BQF6 706-1050 limits assumed): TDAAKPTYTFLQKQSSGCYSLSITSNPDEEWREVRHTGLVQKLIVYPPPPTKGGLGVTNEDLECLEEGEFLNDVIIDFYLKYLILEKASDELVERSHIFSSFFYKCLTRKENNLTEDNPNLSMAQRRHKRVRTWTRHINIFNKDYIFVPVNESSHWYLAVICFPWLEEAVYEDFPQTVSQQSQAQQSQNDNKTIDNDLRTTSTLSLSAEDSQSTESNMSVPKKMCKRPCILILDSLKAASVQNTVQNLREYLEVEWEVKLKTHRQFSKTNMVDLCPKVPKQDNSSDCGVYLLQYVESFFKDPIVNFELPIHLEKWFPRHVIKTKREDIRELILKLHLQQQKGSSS
# SENP6 block: blocks the human protease SENP6; Q9GZR1; Recombinant SENP6 catalytic domain, aminoluciferin luminescence; inhibition, % at 10 µM; 1.8% of 330,000 active;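 active = inhibition above about 50% at the single tested dose, limit read from the data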;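 also: plate controls were DMSO wells with enzyme for no effect and DMSO wells lacking enzyme for full effect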
# Target sequence (Q9GZR1 628-1112 limits assumed): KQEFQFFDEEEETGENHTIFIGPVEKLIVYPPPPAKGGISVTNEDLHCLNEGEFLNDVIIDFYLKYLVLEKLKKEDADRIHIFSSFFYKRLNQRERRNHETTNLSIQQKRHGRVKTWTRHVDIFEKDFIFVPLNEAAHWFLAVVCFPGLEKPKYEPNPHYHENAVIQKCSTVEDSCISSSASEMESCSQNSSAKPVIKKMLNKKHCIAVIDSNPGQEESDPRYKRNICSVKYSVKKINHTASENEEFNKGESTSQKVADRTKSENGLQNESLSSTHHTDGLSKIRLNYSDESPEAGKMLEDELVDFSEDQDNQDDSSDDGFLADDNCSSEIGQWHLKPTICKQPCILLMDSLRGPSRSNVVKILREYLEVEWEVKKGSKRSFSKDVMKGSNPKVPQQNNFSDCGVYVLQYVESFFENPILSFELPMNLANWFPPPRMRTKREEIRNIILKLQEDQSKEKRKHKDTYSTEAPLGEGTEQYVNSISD
# PfGluPho inh: PfG6PD (Plasmodium falciparum) enzyme inhibition; PfGluPho enzyme, NADPH resazurin-diaphorase fluorescence; inhibition, % at 20 µM; 0.78% of 350,000 active;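 active = inhibition reaching at least a set limit at 20 µM in the primary screen, cut at about 59% in these data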;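 also: 0% = DMSO wells with substrate and 100% = DMSO wells lacking glucose-6-phosphate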
# Apaf1 inhib: blocks human Apaf-1 apoptosome activity | O14727 | reconstituted apoptosome caspase-3 activity, DEVD-Rh110 fluorescence | inhibition, % at 20 µM | 0.71% of 330,000 active; active = inhibition of at least 40% at 20 µM;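 also: plate controls were DMSO wells for no effect and DEVD-CHO caspase inhibitor wells for full effect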
#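 Medium: Hepes buffer, pH 7.5 / System: biochemical Apaf-1 apoptosome reconstitution / Measured by: Rh110 fluorescence, excitation 480 nm, emission 540 nm / Times: compound with Apaf-1, dATP, procaspase-3 30 min, then 50 min reaction, room temperature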
# HKDC1 inhibitor: blocks human hexokinase HKDC1 activity; recombinant HKDC1, G6PDH/diaphorase resazurin coupled fluorescence; AID 493160; Q2TB90; inhibition, % at 20 µM; 0.16% of 340,000 active;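 active = inhibition above about 35% when tested at 20 µM, limit read from the data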;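 also: plate controls were DMSO wells with enzyme for no effect and DMSO wells lacking enzyme for full effect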
#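 Test system: recombinant HKDC1 (HK5) hexokinase enzyme, produced in-house; Amount: enzyme 5 µg/mL final; Buffer or medium: Tris pH 8.0 buffer with MgCl2, Tween-20, BSA, BME; Reagent: glucose and ATP substrates; Doses: 20 µM test compound, 1% DMSO; Incubation: 90 min reaction incubation at room temperature, dark; Detection: resorufin fluorescence at 613 nm.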
# SENP8 block-1: inhibitors of human SENP8 protease. 0.64% of 360,000 active. AID 602440. inhibition, % at 20 µM. Q96LD8. recombinant SENP8, Nedd8 substrate fluorescence; in the data active = inhibition mostly above about 40%, no sharp cut-off; inactive = mostly below about 27%
# SENP8 block-2: inhibitors of human SENP8 protease. purified SENP8, Z-RLRGG-aminoluciferin cleavage, luminescence. inhibition, % at 10 µM. 1.2% of 330,000 active. AID 2540; in the data active = inhibition above about 50%
# NALP3 yeast inh: blocks the NALP3 inflammasome reconstituted in yeast | Yeast reconstituted NLRP3/ASC/caspase-1, beta-gal luminescence, 24 h | inhibition, % at 10 µM | 0.39% of 330,000 active;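 active = inhibition of 50% or more; inactive = inhibition below 50%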;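 also: plate controls were induced DMSO wells for no effect and uninduced yeast grown without galactose for full effect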
# Starred values were filed as active, the others as inactive; nt = not tested or not shown.
# Short forms – A = SENP1 FRET inh; B = SENP7 block; C = SENP6 block; D = PfGluPho inh; E = Apaf1 inhib; F = HKDC1 inhibitor; G = SENP8 block-1; H = SENP8 block-2; I = NALP3 yeast inh
> Cc1cc(NC(=O)C2C3C(=O)N(Cc4ccc(Cl)cc4)C(C(=O)NCc4ccccc4)C34C=CC2(C)O4)no1 (stereo not given)
  A: -1	B: 4	C: -4	D: -2	E: 6	F: -6	G: 18	H: 7	I: 7

> CCOC(=O)C1(Cc2ccccc2)CCN(Cc2ccc3cc(NC(C)=O)ccc3n2)CC1
  A: 13	B: -8	C: -10	D: 21	E: 11	F: 7	G: -169	H: -13	I: 17

> COCCNc1nc2c(c(=O)n(Cc3cccc(Cl)c3)c(=O)n2C)n1C
  A: 1	B: -2	C: 1	D: -24	E: 7	F: -1	G: 28	H: -8	I: -11

> CC1(C)C(=O)CCC2(C)C1=CCC1C2C(=O)CC2(C)C1CCC2(O)C(=O)CO (stereo not given)
  A: 2	B: nt	C: nt	D: 1	E: nt	F: -7	G: 12	H: nt	I: nt

> ON=C1/C(=N\O)CC2(C/C1=N/O)OCCO2
  A: 3	B: -7	C: -8	D: 10	E: -16	F: 9	G: 28	H: -3	I: -12

> COc1ccccc1N1CCN(CCCCN2C(=O)C3CCCCN3C2=O)CC1 (stereo not given)
  A: 3	B: 10	C: -22	D: -3	E: 3	F: -3	G: 15	H: -5	I: 22

> S=C(NNc1ccnc2cc(Cl)ccc12)Nc1ccccc1Cl
  A: -20	B: 3	C: 6	D: 42	E: 13	F: -12	G: -25	H: -4	I: 17

> Cc1ccc(CN2CCN(Cc3cccc4c3OCO4)CC2CCO)cc1 (stereo not given)
  A: 1	B: 5	C: -8	D: 1	E: 0	F: -4	G: 12	H: 0	I: 34

> CCCCN1CC(COCc2ccccc2)OCCS1(=O)=O (stereo not given)
  A: 0	B: nt	C: nt	D: 12	E: nt	F: -6	G: 9	H: nt	I: nt

> Cc1ccc(N(CN2C(=O)C3C4CCC(C4)C3C2=O)C(=O)c2ccco2)cc1 (stereo not given)
  A: 0	B: 1	C: 3	D: 18	E: -1	F: 1	G: 8	H: -1	I: 10

> COc1ccc(NC(=O)C2CCCN(c3ncnc4onc(-c5ccc(F)cc5)c34)C2)cc1 (stereo not given)
  A: 2	B: 2	C: -13	D: -4	E: 8	F: 2	G: 11	H: -3	I: 2

> COc1ccccc1OCCNC(=O)CNC(=O)c1ccc2c(c1)OCO2
  A: -1	B: 0	C: 0	D: 4	E: -6	F: -10	G: -4	H: 9	I: 13

> CC1CCCCN1C(=O)CSc1nnc(-c2ccccc2F)o1 (stereo not given)
  A: 1	B: -3	C: -8	D: -1	E: 3	F: -7	G: 3	H: -1	I: 14

> Cc1cccc(C)c1OCC(=O)Nn1c(C)nc2ccccc2c1=O
  A: 1	B: 5	C: -4	D: -14	E: -1	F: -15	G: 13	H: 4	I: 19

> CCOC(=O)/C(=C/c1cn(C)c2ccccc12)NC(=O)c1ccccc1
  A: 1	B: 12	C: -3	D: 11	E: 0	F: -3	G: -12	H: -7	I: 18

> CCOC(=O)C1CCN(C(=O)CCn2c(=O)[nH]c3ccsc3c2=O)CC1
  A: 3	B: -15	C: -19	D: -1	E: 1	F: -4	G: 3	H: -6	I: -13

> CCc1ccc(OCCCC(=O)NCc2ccco2)cc1
  A: -3	B: 9	C: -15	D: 7	E: 5	F: -10	G: 14	H: -1	I: 36

> CN(C)c1ccc(C(=O)NC2CCCc3ccccc32)cc1 (stereo not given)
  A: 0	B: 6	C: -11	D: -8	E: -2	F: -13	G: 12	H: -6	I: 15

> Cc1ccc(-c2cnc3c(Cl)c(C)nn3c2)cc1
  A: 2	B: 94*	C: 65*	D: 0	E: 6	F: 7	G: 4	H: 68*	I: 22

> COc1ccccc1N1CCN(C(=O)CSc2nnc(NC(=O)C3CCC3)s2)CC1
  A: 0	B: 1	C: -12	D: -5	E: 17	F: -1	G: 8	H: 4	I: -5

> CCOC(=O)C1=C(CC)Nc2ccccc2N=C1NC(=O)c1cc(S(=O)(=O)N(C)C)ccc1Cl
  A: 1	B: -4	C: 20	D: -4	E: 11	F: -1	G: 18	H: -2	I: 11

> C[C@@H](C(=O)Nc1nc2ccccc2s1)N1C(=O)C2CC=CCC2C1=O (stereo not given in full)
  A: 0	B: 2	C: -4	D: 11	E: -2	F: -2	G: 16	H: -3	I: 7

> O=C(O)c1cccc(-n2cc(-c3cccc(C(F)(F)F)c3)cn2)c1
  A: -1	B: 59*	C: 85*	D: -13	E: 5	F: -1	G: 22	H: 78*	I: 10

> CCn1c(SCC(=O)N2CCCc3ccccc32)nc2cccnc21
  A: -17	B: 8	C: -10	D: -5	E: 4	F: 2	G: -52	H: -9	I: 13

> COCc1cc(C)n(CC(=O)OC)c(=O)c1C#N
  A: 1	B: 5	C: -2	D: 13	E: -7	F: -10	G: 8	H: 3	I: -10

> O=C(COc1ncnc2c(Cl)cc(Cl)cc12)N1CCN(S(=O)(=O)c2ccccc2)CC1
  A: 0	B: 0	C: -10	D: -17	E: 4	F: 3	G: 15	H: -3	I: -5

> CC1(C)C(C(=O)OCC(Cl)(Cl)Cl)N2C(=O)C(NC(=O)Cc3ccccc3)C2S1=O (stereo not given)
  A: 2	B: -18	C: -11	D: 20	E: -85	F: -4	G: 10	H: -5	I: -1

> COc1cccc(C(=O)Nc2ccc(N3CCCC3)cc2)c1
  A: 3	B: 99*	C: 98*	D: 29	E: -90	F: -1	G: 10	H: 96*	I: 49

> CCc1cc(C(=O)N2CCCC(C(=O)c3ccc(Cl)cc3)C2)no1 (stereo not given)
  A: -1	B: -7	C: 16	D: 1	E: 10	F: -3	G: 8	H: -1	I: 25

> O=CN1CCN(C(C(=O)NC2CCCC2)c2cc3c(cc2[N+](=O)[O-])OCO3)CC1 (stereo not given)
  A: 0	B: 8	C: -3	D: 9	E: -23	F: 2	G: -77	H: 3	I: 2

> Cc1cc(C)c2nc(N3CCOCC3)c(C#N)cc2c1
  A: -51	B: -12	C: -11	D: -13	E: 17	F: 1	G: -254	H: -17	I: 33

> CS(=O)(=O)c1cnc(-c2cccnc2)nc1N
  A: -1	B: 0	C: -16	D: -13	E: -4	F: 14	G: 2	H: -11	I: 7

> O=C(CSc1nnc(NC(=O)C2CC(=O)N(c3ccccc3)C2)s1)NC1CCCC1 (stereo not given)
  A: 1	B: -3	C: 8	D: 1	E: 5	F: 3	G: 7	H: -1	I: 1

> CC(C)c1ccc(/C=C2\SC(N3CCOCC3)=NC2=O)cc1
  A: -1	B: 11	C: -4	D: 8	E: -5	F: 0	G: 17	H: -1	I: 16

> COc1ccc(-c2nc(N)n(C(C)=O)n2)cc1
  A: 1	B: -12	C: -6	D: -1	E: -5	F: 3	G: 14	H: -20	I: 12

> O=C1CC[C@H](O)CCN1[C@H](CSc1ccccc1)Cc1ccccc1
  A: 2	B: -2	C: -5	D: -3	E: -3	F: -4	G: 4	H: -9	I: 4

> CC(C)(C(=O)N[C@H](CO)c1ccccc1)C(=O)N[C@H](CO)c1ccccc1
  A: 3	B: -9	C: -6	D: -2	E: -1	F: -5	G: -4	H: -3	I: 6

> CCCCNc1c(-c2cccc(-c3cc(C(C)=O)cs3)c2)nc2ccc(C)cn12
  A: 7	B: -3	C: -33	D: 67*	E: 20	F: 0	G: -12	H: 0	I: 22

> N#Cc1cccc(NC(=O)CN2CCN(Cc3ccccc3)CC2)c1
  A: 0	B: -1	C: -15	D: 23	E: 5	F: -4	G: 10	H: 1	I: 18

> COc1cc2nc(SCC(=O)NCc3ccco3)n(Cc3ccc(Cl)cc3)c(=O)c2cc1OC
  A: 1	B: 8	C: 7	D: -2	E: -21	F: -7	G: 7	H: 3	I: 7

> Cc1ccc(-c2sc(-c3ccccc3)nc2CC(=O)Nc2ccccc2F)cc1
  A: -1	B: -5	C: 4	D: 7	E: 6	F: -11	G: -11	H: 1	I: -1

> CCOC(=O)c1c(C)n(C)c2c(C)cc(O)c(OC(C)=O)c12
  A: 3	B: 0	C: -2	D: -12	E: -3	F: -7	G: 18	H: -9	I: 20

> COc1ccc(C)cc1-n1nnnc1SCC(=O)Nc1cccnc1Cl
  A: 4	B: -1	C: -11	D: -11	E: 0	F: -8	G: 10	H: -5	I: 12

> Cc1c(NC(N)=O)c(=O)n(-c2ccccc2)n1C
  A: -1	B: 0	C: 0	D: -7	E: -12	F: -8	G: 2	H: -2	I: -3

> Cc1cc(C)nc(Nc2nc(=O)c3ccccc3s2)n1
  A: -2	B: 3	C: 3	D: 21	E: 9	F: -3	G: 20	H: -11	I: 20

> CCN(CC)c1ccc(NC(=O)Cn2nnc(-c3cccc(OC)c3OC)n2)c(C)c1
  A: 1	B: 7	C: 0	D: 13	E: 13	F: -6	G: 12	H: -1	I: 5

> CCOC(=O)C1CCN(Cc2nnnn2CCc2ccccc2)CC1
  A: 2	B: 7	C: -2	D: 1	E: 5	F: -7	G: 2	H: -9	I: 14

> O=C1CCCN1c1ccc(S(=O)(=O)N2CCCCC2)cc1
  A: -1	B: 4	C: -3	D: 3	E: -2	F: -3	G: 10	H: 6	I: 12

> CCNc1nc(OC)nc(N2CCC(Cc3ccccc3)CC2)n1
  A: 2	B: 2	C: 4	D: -10	E: 14	F: 0	G: 19	H: 0	I: 7

> Cc1c(NC(=O)C(C)OC(=O)C23CC4CC(CC(Br)(C4)C2)C3)c(=O)n(-c2ccccc2)n1C (stereo not given)
  A: 2	B: -8	C: -4	D: -8	E: 12	F: 16	G: 0	H: -8	I: 10

> CCOC(=O)c1nnn2c1nc(N1CCN(C)CC1)c1ccccc12
  A: 1	B: 4	C: -13	D: 10	E: -4	F: -2	G: -13	H: -1	I: 19

> COc1cc2c(cc1OC)CN(CC(=O)NC(=O)NCc1ccccc1)CC2
  A: -41	B: 8	C: 21	D: -14	E: 14	F: 4	G: -335	H: 7	I: 1

> NNC(=O)C(Cc1c[nH]c2ccccc12)NC(=O)c1ccccc1 (stereo not given)
  A: 2	B: 14	C: -16	D: -4	E: -10	F: -5	G: 10	H: -6	I: -3

> CC1CN(CCOc2ccc([N+](=O)[O-])cc2)CC(C)O1 (stereo not given)
  A: 2	B: 3	C: -7	D: 8	E: -2	F: -10	G: 13	H: 1	I: -13

> Cc1cc(-n2c(C)cc(C(=O)CN3C(=O)NC4(CCCCC4)C3=O)c2C)no1
  A: -6	B: 1	C: -36	D: -5	E: -5	F: -8	G: 8	H: -11	I: 20

> Cc1ccc(NC2(C(N)=O)CCCC2)cc1
  A: 2	B: nt	C: nt	D: -15	E: nt	F: -5	G: -4	H: nt	I: nt

# Marked active in SENP7 block (from the list above):
Compound | SENP1 FRET inh | SENP7 block | SENP6 block | PfGluPho inh | HKDC1 inhibitor | SENP8 block-2 | NALP3 yeast inh
Cc1ccc(-c2cnc3c(Cl)c(C)nn3c2)cc1 | 2 | 94* | 65* | 0 | 7 | 68* | 22
O=C(O)c1cccc(-n2cc(-c3cccc(C(F)(F)F)c3)cn2)c1 | -1 | 59* | 85* | -13 | -1 | 78* | 10
COc1cccc(C(=O)Nc2ccc(N3CCCC3)cc2)c1 | 3 | 99* | 98* | 29 | -1 | 96* | 49
